From PubChem BioAssay
Rin1 Abl inh: inhibitors of Rin1-Abl protein binding, primary screen, biochemical, TR-FRET | Tyrosine-protein kinase ABL1 (Homo sapiens) + Ras and Rab interactor 1 (Homo sapiens), … | inhibition, % at 7.35 µM | 360,000 tested, 0.4% active; in the data active = inhibition above about 5%, passing the limit was not always enough
Rpn11 block: Rpn11 (PSMD14) deubiquitinase inhibitors, primary screen, biochemical, fluorescence polarization, uHTS | 26S proteasome non-ATPase regulatory subunit 14 (Homo sapiens), O00487 | human 26S proteasome, Ub4-pepOG fluorescence polarization; 20S core pre-blocked with epoxomicin | calls only at 20 µM | 360,000 tested, 0.59% active | AID 588493, 2011;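 active = inhibition at 20 µM, scaled to each plate's controls, above about 33%, limit read from the data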
CSN inh: inhibitors of CSN-mediated cullin deneddylation, primary screen, biochemical, fluorescence polarization, uHTS. Purified CSN, SCF-Nedd8-OG deneddylation. COP9 signalosome complex subunit 5 (Homo sapiens), Q92905. 360,000 tested, 0.38% active. inhibition, % at 12.5 µM;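 active = pattern-corrected inhibition above about 35%, with an unprinted fluorescence ratio check between 0.5 and 1.5, limit read from the data, passing the limit was not always enough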;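 note: 0% = enzyme with substrate and 100% = substrate without enzyme; some results filed as inactive read as strong as hits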
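Assay system: purified human Csn5 enzyme expressed in HEK293T cells; measure: % inhibition; also added: SCFSkp2-Nedd8OG substrate at 10 nM final; technique: fluorescence polarization; times: reaction 90 min, room temperature; medium: Tris buffer pH 7.5, NaCl, DTT, Tween-20, trehalose, ovalbumin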
DNMT1 block: human DNMT1 methyltransferase inhibitors, primary screen, biochemical, molecular beacon, fluorescence, HinP1I cleavage, uHTS; DNA (cytosine-5)-methyltransferase 1 (Homo sapiens), P26358; inhibition (reported as % activation of signal), % at 10 µM; 360,000 tested, 0.83% active; in the data active = inhibition above about 50%
Scp1 inh: Scp-1 phosphatase inhibitors, primary screen, biochemical, colorimetric, uHTS. Carboxy-terminal domain RNA polymerase II polypeptide A small phosphatase 1 (Homo …. Recombinant Scp1, phosphopeptide, malachite green phosphate absorbance. inhibition, % at 20 µM. 340,000 tested, 0.88% active. AID 493091, 2011;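 active = inhibition above about 50% at 20 µM, limit read from the data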;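 note: plate controls were DMSO wells with enzyme for no effect and wells lacking enzyme for full effect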
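Test system – truncated SCP-1 phosphatase (76-261aa) · Reagent – Phosphorylated 17-residue peptide substrate · Incubation – 45 min room-temperature reaction, 5 min colour, 30 min stabiliser · Detection – colorimetric phosphate reagent with accelerator and stabiliser, absorbance at 630 nm · Measure – % inhibition at 20 µM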
SUMO1 PPI mod: modulators of SUMO1 protein-protein interactions, primary screen, biochemical, uHTS; SUMO1 binding to a labelled peptide, TR-FRET, 1 h; AID 602429, 2012; inhibition, % at 20 µM; 360,000 tested, 0.33% active; in the data active = inhibition above about 37%
NadD inh: inhibitors of S. aureus NadD, primary screen, biochemical, colorimetric, uHTS; Nicotinate-nucleotide adenylyltransferase NadD (Staphylococcus aureus N315); purified NadD enzyme, colorimetric absorbance read-out; inhibition, % at 20 µM; 360,000 tested, 0.78% active; in the data active = inhibition above about 26%; note: some compounds past the cut are filed as inactive
Neddylation inh: inhibitors of cullin neddylation, primary screen, biochemical, TR-FRET, uHTS, NAE and Ubc12. AID 651699, 2012. 360,000 tested, 0.58% active. calls only at 25 µM; in the data active = inhibition above about 36%
STEP block: STEP phosphatase inhibitors, primary screen, biochemical, fluorescence intensity, uHTS. recombinant STEP, OMFP fluorogenic substrate. inhibition, % at 20 µM. 360,000 tested, 0.25% active. AID 588621, 2011;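 active = inhibition at 20 µM, scaled per plate between control wells, above about 37%, limit read from the data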;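 note: 0% = DMSO with enzyme and substrate and 100% = substrate only without enzyme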
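medium = Bis-Tris buffer pH 6.0, 2.5 mM DTT, 0.005% Tween 20 | test system = STEP (striatal-enriched tyrosine phosphatase) enzyme, cell-free | measure = normalized % inhibition | compound dosing = 20 µM, 1% DMSO | also added = 25 µM OMFP | schedule = reaction 20 min, ambient temperature | measured by = fluorescence read at 480 nm ex / 540 nm em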
LMPTP block: LMPTP phosphatase inhibitors, primary screen, biochemical, fluorescence intensity, uHTS; recombinant LMPTP-A, OMFP fluorogenic substrate; inhibition, % at 20 µM; 360,000 tested, 0.22% active;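 active = compounds that cut the enzyme signal by at least half of the control window in the single-dose screen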;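 note: plate controls were DMSO wells with enzyme plus substrate for no effect and substrate without enzyme for full effect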
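Buffer or medium: Bis-Tris pH 6.0, DTT, detergent; Assay system: LMPTP-A enzyme; Quantity: 0.625 nM enzyme; Detection: endpoint fluorescence intensity; Times: 50 min dark incubation at room temperature; Controls: substrate-only low control, DMSO enzyme-plus-substrate high control; Doses: single 20 µM dose; Read-out: percent inhibition versus substrate-only and uninhibited controls; Reagent: 400 µM OMFP.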
An asterisk follows results filed as active; i = inactive; / = not tested or not shown; + = active, no number.

Start of the listing, in advance, three compounds:
Structure,Rin1 Abl inh,Rpn11 block,CSN inh,DNMT1 block,Scp1 inh,SUMO1 PPI mod,NadD inh,Neddylation inh,STEP block,LMPTP block
CCCN1C2=NCCCN2c2ccccc21,3,i,4,3,-3,-2,0,i,-3,-0.6
NC(=O)CC[C@H](NC(=O)OCc1ccccc1)C(=O)OCc1ccc(Cl)cc1,-2,i,-18,-3,-7,-1,-8,i,-2,-1.7
COc1ccccc1C1(CC(=O)Nc2nccs2)CCOC(C(C)C)C1 (stereo not drawn),4,i,-4,-4,0,-3,-6,i,-1,0.8

Main list, from the start:
Structure,Rin1 Abl inh,Rpn11 block,CSN inh,DNMT1 block,Scp1 inh,SUMO1 PPI mod,NadD inh,Neddylation inh,STEP block,LMPTP block
CCCN1C2=NCCCN2c2ccccc21,3,i,4,3,-3,-2,0,i,-3,-0.6
NC(=O)CC[C@H](NC(=O)OCc1ccccc1)C(=O)OCc1ccc(Cl)cc1,-2,i,-18,-3,-7,-1,-8,i,-2,-1.7
COc1ccccc1C1(CC(=O)Nc2nccs2)CCOC(C(C)C)C1 (stereo not drawn),4,i,-4,-4,0,-3,-6,i,-1,0.8
O=C(NC(Cc1ccccc1)C(=O)O)/C(=C/c1ccc(Cl)cc1)NC(=O)c1ccco1 (stereo not drawn),-2,i,3,0,-4,0,-3,i,-2,-1.7
Cn1c(=O)c2c(n(C)c1=O)n(C)c(=O)n2C,-1,i,-8,1,/,0,0,i,-3,-0.1
CC(C)C(NC(=O)C1CCC(C(C)(C)C)CC1)C(=O)NCCc1ccc(S(N)(=O)=O)cc1 (stereo not drawn),1,i,4,-5,-7,6,-7,i,-15,-3.8
O=C(CN1C(=O)S/C(=C\C=C\c2ccccc2)C1=O)N1CCOCC1,-3,i,-1,-3,-14,-31,-12,i,-2,-2.1
Cc1nc([N+](=O)[O-])c(NCCCO)n1Cc1ccccc1,2,i,7,-1,-5,-2,-1,i,0,0.2
CC1CCN(C(=O)C2COc3ccccc3O2)CC1 (stereo not drawn),-1,i,1,3,-5,2,0,i,0,-0.9
Cc1ccc(NC(=S)N(CCN2CCOCC2)Cc2ccccc2F)cc1Cl,-8,i,-4,1,-3,2,-7,i,3,-0.6
COc1ccc(OCCSc2nnc(-c3ccoc3C)n2C)cc1,0,i,0,1,2,0,-4,i,-2,-1.4
C=CCNS(=O)(=O)c1cc2c3c(c1)CCN3C(=O)CC2,0,i,-3,-1,-2,-2,-2,i,0,-2.3
CCCN1Cc2cccc(C(=O)NC(CC(=O)OCC)c3ccc(OCC)c(OC)c3)c2C1=O (stereo not drawn),-3,i,-4,3,2,0,2,i,2,-0.3
COc1ccc(-c2cc(NCCc3ccncc3)n3ncnc3n2)cc1,-2,i,3,2,6,2,-5,i,0,-0.2
COc1ccc(CC(N)c2csc(NC(=O)Nc3ccccc3C(C)C)n2)cc1 (stereo not drawn),4,i,1,-21,/,-21,8,i,5,-0.7
NC(=O)C1CCN(CC(=O)Nc2cc(S(=O)(=O)N3CCOCC3)ccc2N2CCCC2)CC1,2,i,-2,1,-5,-2,0,i,1,-0.8
CC(=O)Nc1ccc(N2CCC(C)CC2)c([N+](=O)[O-])c1,-3,i,-4,-2,-5,-24,1,i,-1,1.2
COc1ccccc1-n1c(CNC(=O)c2ccco2)nnc1SCC(=O)Nc1nccs1,-3,i,-4,5,2,0,-2,i,-5,0.5
CCc1cc(CNC(=O)C2CCC(=O)N(Cc3ccc(Cl)cc3)C2)on1 (stereo not drawn),1,i,-3,0,-4,-4,-4,i,0,-1.6
CCC(=O)N(C)C[C@@H]1Oc2ncc(Br)cc2C(=O)N([C@@H](C)CO)C[C@H]1C,1,i,3,3,/,9,-2,i,1,-0.6
Cc1ccnc(NS(=O)(=O)c2ccc(N)cc2)n1,-1,i,-1,1,-14,5,6,i,-2,-1.9
N#CCCn1c(Cl)nc2ccccc21,5,i,-1,-3,-5,0,-3,i,0,1.7
NNC(=S)Nc1ccc(Cl)cc1,-4,i,-1,5,1,-3,-4,i,-4,-0.2
COCCNC(=O)/C(C#N)=C/c1c(N2CCN(c3ccccc3)CC2)nc2c(C)cccn2c1=O,-2,i,5,-4,-9,-27,-3,+,1,1.4
Cc1cc(C)c2nc(-n3nc(C)cc3N)cc(C)c2c1,0,i,-14,3,-7,2,-1,i,-1,2.2
O=C(O)c1cccc2cc(-c3ccccc3)oc(=O)c12,2,i,-2,1,-13,-7,-6,/,2,-1.5
Clc1ccc(CN2CCC(c3ccccc3)CC2)cc1,3,i,1,0,-1,2,-6,i,0,-1.5
Cc1ccc(/C=C2\Oc3c(ccc(O)c3CN3CCN(C)CC3)C2=O)cc1,-3,i,4,1,-1,-17,1,i,3,0.4
C[C@H]1CN=C(Nc2ccccc2)N1CC1CCCCC1,1,i,3,1,-3,15,3,i,9,-0.8
COc1cc(C(=O)Nc2ncccc2C)ccc1OCC(=O)N1CCOCC1,-1,i,-3,1,-5,6,-33,i,0,0.2
CC(=O)Nc1ccc(C(=O)N2CCN(C(=O)c3ccco3)CC2)cc1,3,i,-1,3,1,1,9,i,-1,-2.3
Nc1nc2c(ncn2[C@@H]2O[C@H](CNCc3ccc(Oc4cc(-n5cccn5)ncn4)cc3)[C@@H](O)[C@H]2O)c(=O)[nH]1,-1,i,-2,-2,/,3,0,i,-2,0.2
O=[N+]([O-])c1ccc(N2CCN(CC(O)COc3ccccc3)CC2)cc1 (stereo not drawn),-2,i,-2,2,-6,-25,-2,i,-1,0.6
CCCN(Cc1nnc(-c2cccs2)o1)C(=O)c1cccc(S(=O)(=O)N2CCOCC2)c1,2,i,-2,2,-6,4,2,i,-4,-0.4
CCOC(=O)CNC(=O)c1ccc(C)cc1,2,i,-2,-2,5,-3,4,i,1,-1.3
CCC(C(=O)OCC(=O)Nc1c(Cl)cc(Cl)cc1Cl)c1ccccc1 (stereo not drawn),-2,i,1,4,-8,-2,-11,i,0,-0.1
Cc1ccc(OCC(=O)NC2CCSc3ccccc32)cc1 (stereo not drawn),-4,i,3,1,-4,1,-1,i,-1,0.4
CCCCN(C)CCNC(=O)CCn1nc(-c2ccc(C)cc2)ccc1=O,-1,i,4,-2,-9,-5,-4,i,1,-1.2
CC(C)c1ccc(C2/C(=C(\O)c3ccc4c(c3)OCCO4)C(=O)C(=O)N2CCN2CCOCC2)cc1 (stereo not drawn),-4,i,0,-1,-1,23,11,i,0,1.7
C[C@H]1COc2cccc(N(C)CCO)c2S(=O)(=O)N1,/,/,3,/,/,1,-4,i,/,0.0
O=C(CCCn1c(=S)[nH]c2cc3c(cc2c1=O)OCO3)N1CCN(c2ccccc2)CC1,2,i,3,-1,-3,-1,14,i,-2,0.5
Cc1cc(C)c(NC(=O)CCCSc2nnc(N)s2)c(C)c1,0,i,3,-8,-6,2,-4,i,-1,-1.6
NC(=O)C1CCN(C(=O)CCC(=O)c2cccs2)CC1,5,i,-1,1,-1,-1,3,i,2,-0.3
CCOc1ccc(OCCSc2ccc(S(=O)(=O)N3CCN(C)CC3)cn2)cc1,5,i,-1,-4,-8,-13,-3,i,-1,-2.8
Cc1cccc(NC(=O)C2CCN(C(=O)c3ccc(F)cc3)CC2)n1,0,i,0,-1,-4,4,-4,i,-2,-0.2
Cc1onc(-c2c(F)cccc2Cl)c1C(=O)c1ccccc1,-1,i,-2,1,-16,2,-6,i,-1,0.8
COc1cc2c(cc1OC)CN(C(=O)c1cc(S(=O)(=O)N3CCOCC3)c(Cl)cc1Cl)CC2,2,i,1,-3,-2,4,-1,i,-1,0.9
O=C(NC(=S)NCCC1=CCCCC1)c1cccnc1,1,i,2,-2,-1,-3,2,i,-1,0.4
COc1ccc([C@H]2CC(=O)C[C@@H](CCn3cc(-c4cccnc4)nn3)O2)cc1,/,/,1,/,/,-24,0,i,/,-1.8
Cc1ccc(CN2CCN(/N=C/c3ccc(O)c(O)c3)CC2)cc1,2,i,-4,11,38,4,-2,i,1,8.1

The list goes on:
Structure,Rin1 Abl inh,Rpn11 block,CSN inh,DNMT1 block,Scp1 inh,SUMO1 PPI mod,NadD inh,Neddylation inh,STEP block,LMPTP block
COc1ccc(-c2sc3ccccc3c2-c2ccc(OCCN(C)C)cc2)cc1,1,i,-1,-23,4,-173,3,i,8,-1.0
Cc1ccc(S(=O)(=O)NCCN2CCOCC2)s1,-1,i,-1,2,1,1,-4,i,-3,0.2
O=C(COC(=O)Cc1ccc(S(=O)(=O)N2CCOCC2)s1)Nc1ccc2c(c1)OCO2,-4,i,1,5,-8,4,-2,i,-2,0.1
CCCCN(C)c1c(C)nc2ccc(C(=O)Nc3cc(-c4ccccc4)ccc3OC)cn12,3,i,3,-28,/,8,4,i,1,9.0
CCn1ccc(C(=O)NCc2ccc3c(c2)OCO3)n1,2,i,-5,1,1,3,0,i,1,-1.6
CCc1ccc(NC(=O)CSc2nc(CSc3ccc(C)cc3)cc(=O)[nH]2)cc1,-3,i,5,0,-9,5,5,i,-2,-0.6
OC[C@@H]1CN(Cc2cccnc2)C[C@H](n2cnc3c(N4CCCC4)ncnc32)O1,2,i,1,-2,/,6,5,i,0,0.6
Cc1ccc2c(c1)N(CCCC(=O)NCCCN1CCCCC1)C(=O)CO2,4,i,5,1,-5,-3,2,i,3,-3.1
CCC(C)Oc1nc2ccccc2nc1NS(=O)(=O)c1ccccc1 (stereo not drawn),-3,i,4,4,-15,-1,-1,i,0,0.0
O=S(=O)(c1cnccc1N1CCN(/N=C/c2ccccc2)CC1)N1CCCCC1,1,i,6,-3,-9,0,0,i,1,1.1
O=C1Cc2cc(NS(=O)(=O)c3ccc(Cl)cc3)cc3c2N1CCC3,0,i,-5,-4,-2,-2,5,i,-3,0.5
Nc1cccc(Nc2ncnc3ccccc23)c1,0,i,2,2,-6,5,2,i,-1,5.7
